# From PubChem BioAssay
# DNA Pol III inh – DNA polymerase III holoenzyme inhibition; reconstituted DNA polymerase III holoenzyme replication, biochemical; Potency, µM (highest dose often 57.1 µM), without a hit: at the top dose activity change, negative = inhibition; hit rate 0.25% among 71,000; AID 603; note: potency is the fitted concentration of half-maximal effect; % is set by controls: 0 for no effect and ±100 for the full control effect
#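 Reconstituted *E. coli* holoenzyme (0.35 nM Pol III, 1 nM beta, 154 nM SSB, 2 nM primase) was preincubated with compound for 15 min at RT. Synthesis on 1.4 nM ssM13Gori ran 35 min, then was stopped with PicoGreen/EDTA and read as dsDNA fluorescence.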
# HADH2 inh – HADH2 (human) dehydrogenase inhibition; Q99714; recombinant HADH2, NADH fluorescence, beta-hydroxybutyryl-CoA; Potency, µM (top dose mostly 57.1 µM), for the others: at the top dose activity change, negative = inhibition, most hits filed as inhibitors; hit rate 3.4% among 73,000; AID 886; note: potency is the fitted concentration of half-maximal effect; % is set by controls: 0 for no effect and ±100 for the full control effect; nearly all actives have a fitted effect of over 60% in size; many of its hits are not listed in these tables
# Target sequence (Q99714 whole entry, looked up, one chain of several): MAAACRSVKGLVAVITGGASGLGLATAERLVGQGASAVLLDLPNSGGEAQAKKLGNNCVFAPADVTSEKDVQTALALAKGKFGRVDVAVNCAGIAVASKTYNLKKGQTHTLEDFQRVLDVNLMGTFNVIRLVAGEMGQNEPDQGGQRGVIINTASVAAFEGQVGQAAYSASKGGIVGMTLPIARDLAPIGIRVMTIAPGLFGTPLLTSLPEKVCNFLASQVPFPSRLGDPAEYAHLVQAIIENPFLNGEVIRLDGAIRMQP
#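 20 nM HADH2 + cpd, 15 min RT; add 1 mM NAD+/90 uM beta-hydroxybutyryl-CoA; kinetic fluorescence 360/450 nm, 4 min. Tris-HCl pH 9.0, 0.01% Tween-20.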
# 15-hLO inh – 15-hLO (ALOX15) enzyme inhibition | P16050 | purified 15hLO-1, xylenol orange hydroperoxide absorbance | Potency, µM (top dose mostly 57.1 µM), without a hit: at the highest dose activity change, negative = inhibition, most hits filed as inhibitors | hit rate 1.4% among 74,000 | AID 887; note: potency is the fitted concentration of half-maximal effect; % is set by controls: 0 for no effect and ±100 for the full control effect; nearly all actives have a fitted effect of over 55% in size
#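 Compounds were preincubated 15 min at room temperature with 40 nM purified human enzyme (25 mM Hepes pH 7.5, 0.01% Triton X-100); 50 uM arachidonic acid reacted 6 min. Fe-xylenol orange detection, 30 min, absorbance ratio 573/405 nm.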
# CRE-bla Fsk – CRE-bla signaling modulation under forskolin stimulation. AID 662. CHO CRE-bla reporter (cAMP response element driving beta-lactamase), forskolin EC10, beta-lactamase ratio. hit rate 2.5% among 71,000. Potency, µM (highest dose often 38.2 µM), without a hit: top-dose activity change, negative = inhibition, actives largely listed as activators; active = well fitted activation curve with a large enough effect in the signal ratio, with a control signal flat, not every such curve was filed as active; inconclusive = small, poorly fitted or top-dose-only effect, or effect the other way, or a change in a side signal; the % refers to the signal ratio; note: potency is the fitted concentration of half-maximal effect; % of control where 0% means no effect
#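 AC50 values, positive or negative, reflect shifts in EC10 NKH 477-induced CRE-bla reporter activity in CHO cells. Incubation lasted 3 h at 37 °C before CCF4 substrate (2 h, room temperature) and ratiometric 460/530 nm reading.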
# BRCT inh red – BRCT-phosphoprotein interaction inhibition (red fluorophore). AID 892. BRCT-phosphopeptide binding, red fluorescence polarization. Potency, µM (highest dose often 76.9 µM), without a hit: at the top dose activity change, negative = inhibition, usual class: inhibitors. hit rate 0.03% among 75,000; note: % is set by controls: 0 for no effect and ±100 for the full control effect
#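 Fluorescence polarization: 100 nM His-tagged BRCA1 BRCT with 100 nM TAMRA-labelled phospho-BACH1 decapeptide, phosphate buffer pH 7.3 with 150 mM NaCl, DTT, 0.01% Tween 20; 12 min RT. Binding inhibition seen as FP decrease.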
# GFP derepression – epigenetic GFP locus derepression in mouse cells | mouse C127i GFP locus derepression, cytometry, 30 h | Potency, µM (series often up to 46.1 µM), without a hit: at the highest dose GFP derepression (activation) | hit rate 0.09% among 68,000; note: % of control where 0% means no effect
#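 Murine C127i mammary cells carrying a silenced, stably integrated CMV-driven GFP reporter were treated with compound for 30 hours at 37 C. After PBS washes, GFP-positive cells were counted by laser-scanning microplate cytometry.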
# Ub-GFP proteasome – proteasome inhibitors stabilizing ubiquitin-GFP reporter | Potency, µM (doses to about 45.9 µM), without a hit: at the top dose activation (GFP accumulation), most hits filed as activators | AID 526 | Ubiquitin-GFP reporter cells, proteasome inhibition, GFP fluorescence; response scale: untreated = 0%, 10 µM MG-132 = 100% | 67,000 tested, under 10 active; active = well fitted activation curve with a large enough effect, not every such curve was filed as active; inconclusive = small, poorly fitted or top-dose-only effect, or another doubt; inactive = no such curve, though single readings can be large or run the other way; note: potency is the fitted concentration of half-maximal effect
#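 Reporter cells (U2OS, ubiquitin-G76V-GFP fusion) are plated overnight, then treated 4 hr at 37 °C with compound titrations from 46 uM down to 2.9 nM. Activity is scaled against untreated cells and 10 uM MG-132.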
# Hsp90 Hop PPI – changes Hsp90-Hop TPR2A binding signal, up or down; AlphaScreen TPR2A-His6 binding biotin-Hsp90 C-terminal peptide; Potency, µM (series often up to 57 µM), for inactives: at the highest dose activity change, negative = inhibition; hit rate 0.44% among 71,000; active = well fitted curve in either direction with a large enough effect; inconclusive = small, poorly fitted or top-dose-only effect, or another doubt; note: potency is the fitted concentration of half-maximal effect; % is set by controls: 0 for no effect and ±100 for the full control effect; many of its hits are not listed in these tables
# USP2a inhib – USP2a (human) protease inhibition | O75604 | USP2a enzymatic assay, qHTS inhibition | Potency, µM (highest dose often 38.3 µM), inactives show top-dose activity change, negative = inhibition, usual class: inhibitors | hit rate 0.1% among 60,000;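 note: potency is the fitted concentration of half-maximal effect; nearly all actives have a fitted effect of over 60% in size; plate controls were DMSO for no effect and NEM full inhibition control for full effect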
# Target sequence (O75604 whole entry, looked up): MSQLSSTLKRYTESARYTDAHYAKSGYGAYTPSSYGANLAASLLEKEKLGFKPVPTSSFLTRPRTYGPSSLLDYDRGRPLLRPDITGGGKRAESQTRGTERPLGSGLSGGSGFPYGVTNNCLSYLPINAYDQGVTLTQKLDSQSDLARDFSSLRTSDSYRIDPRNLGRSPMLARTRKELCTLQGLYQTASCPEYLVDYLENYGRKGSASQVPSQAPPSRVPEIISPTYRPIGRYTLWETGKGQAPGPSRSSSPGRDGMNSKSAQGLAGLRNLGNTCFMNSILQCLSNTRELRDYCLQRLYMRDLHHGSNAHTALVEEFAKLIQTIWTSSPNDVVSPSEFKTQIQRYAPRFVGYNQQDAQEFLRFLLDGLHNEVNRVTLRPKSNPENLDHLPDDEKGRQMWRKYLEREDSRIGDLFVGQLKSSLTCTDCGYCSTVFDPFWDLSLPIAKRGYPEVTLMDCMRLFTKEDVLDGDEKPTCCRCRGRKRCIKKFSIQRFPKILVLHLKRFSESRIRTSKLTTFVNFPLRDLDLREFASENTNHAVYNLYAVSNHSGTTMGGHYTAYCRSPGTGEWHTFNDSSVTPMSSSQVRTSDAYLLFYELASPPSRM
#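 USP2 core (20nM final) preincubated 30 min RT with compound, then Ub-PLA2 20nM and NBD C6-HPC 20uM final added; buffer 20mM Tris-HCl pH 8.0, 2mM CaCl2. Fluorescence Ex 460/Em 535 read at 0 and 2.5 h; normalized to NEM.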
# HBB splicing – hemoglobin beta splicing modulation; HBB splicing reporter cell assay, activation; EGFP reporter with mutant IVS2-654 intron; response scale: normalised to 500 nM splice-correcting PNA; Potency, µM (top dose mostly 46.1 µM), for inactives: at the highest dose activation, actives largely listed as activators; hit rate 0.06% among 65,000; note: potency is the fitted concentration of half-maximal effect; 0% is about no effect
#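 HeLa cells stably expressing EGFP interrupted by mutant beta-globin intron 2 (IVS2-654), 500/well in 2% FCS. Treated with compound for 2 days at 37C. Splicing correction scored as total well GFP intensity (488 nm excitation, 500-520 nm emission); 500 nM antisense PNA served as control.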
# BRCT inh green – inhibitors of human BRCA1 BRCT-phosphoprotein interaction (green fluorophore) | Potency, µM (series often up to 76.9 µM), for the others: at the top dose activity change, negative = inhibition, usual class: inhibitors | AID 875 | hit rate 0.05% among 75,000 | BRCA1 BRCT-phosphopeptide binding, green fluorescence polarization;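 note: potency is the fitted concentration of half-maximal effect; plate controls were peptide without protein for full effect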
#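 Compounds were incubated for 12 min at room temperature with a complex of 100 nM fluorescein-tagged pBACH1 decapeptide and 250 nM His-tagged BRCT protein. Buffer was phosphate pH 7.3 with EDTA, DTT and Tween 20. Disruption of binding lowers the polarization signal.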
# Numbers without * were called inactive; ? = inconclusive; / = no result given; [ ] = dose if it differs, or a comment. Unless noted, calls come from the whole dose curve; as a rule, active = well fitted curve in the direction sought with a large enough effect; inconclusive = small, poorly fitted or top-dose-only effect, or another doubt; inactive = no such curve, though single readings can be large; an effect the other way counts as inactive or inconclusive. Only part of the results is shown (hit frequency here may not be typical).
(1) CC(C)CN(C(=O)COC(=O)CCc1c[nH]c2ccccc12)C1CCS(=O)(=O)C1 (configuration not stated)
(2) CCOC(=O)N1CCN(C(=O)CCn2nc(-c3ccccc3)ccc2=O)CC1
(3) Cc1ccc(S(=O)(=O)/N=C(\CN2CCCCC2)N2CCOCC2)cc1
(4) COc1cc2nc(CN3C(=O)c4ccccc4C3=O)oc(=O)c2cc1OC
(5) C[n+]1cccc(/C=C\c2ccc3cccc(O)c3n2)c1
(6) COc1cc(NS(=O)(=O)c2ccc(NC(=O)c3ccco3)cc2)nc(OC)n1
(7) O=C(c1cccc(F)c1)N1CCC[C@@]2(CCN(c3ncccn3)C2)C1
(8) c1nc(NCCN2CCOCC2)c2cc(-c3ccc4c(c3)OCO4)ccc2n1

Compound	1	2	3	4	5	6	7	8
DNA Pol III inh	-4%	-4%	-6%[11.4 µM]	-16%	-16%[11.4 µM]	-5%	-5%	-6%
HADH2 inh	4%	4%	5%[11.4 µM]	4%	10%[11.4 µM]	-2%	0%	?
15-hLO inh	-2%	-3%	2%[11.4 µM]	13%	0%[11.4 µM]	5%	7%	-1%
CRE-bla Fsk	-9%	?	?	8%	?	-10%	1%	?
BRCT inh red	0.2%	0.3%	0.8%	1.6%	1.7%[15.4 µM]	-0.2%	-0.9%	-0.6%
GFP derepression	1%	-1%	-2%	0%	2%[9.22 µM]	1%	0%[9.22 µM]	-3%[9.22 µM]
Ub-GFP proteasome	0%	-3%	-13%[9.17 µM]	-1%	-7%[9.17 µM]	1%	0%	-2%
Hsp90 Hop PPI	-2%	-3%	?	0%	-4%[11 µM]	0%	-1%	-1%
USP2a inhib	13%	-5%	7%[7.66 µM]	1%	/	1%	23%	12%
HBB splicing	0.2%[57.5 µM]	1.9%	-0.9%[0.0738 µM]	2.1%	2.0%[9.22 µM]	0.1%	-0.2%	-0.5%
BRCT inh green	1.0%	0.8%	-2.3%	-1.3%	-2.0%[15.4 µM]	-2.6%	-1.7%	-1.1%

(9) CCS(=O)(=O)n1nc(-c2ccccc2)cc1N
(10) COC(=O)c1c(N=CN(C)C)c(C#N)c2n1CCCC2
(11) O=C(CN(Cc1ccccc1)C(=O)CCC(=O)Nc1ccccn1)NCc1ccco1
(12) COc1cc(CC(=O)Nc2ccc(S(=O)(=O)Nc3ncccn3)cc2)cc(OC)c1OC
(13) Cc1ccc(OCC(=O)Nc2ccc(-c3nc4ncccc4o3)cc2)cc1
(14) O=C(O)C1CCCN1C(=O)OCc1ccccc1 (configuration not stated)
(15) CC(=O)N=C1SC2CS(=O)(=O)CC2N1c1c(Cl)cccc1Cl (configuration not stated)
(16) c1ccc2c(c1)C(=Nc1ccc(N=C3c4ccccc4-c4ccccc43)cc1)c1ccccc1-2

Compound	9	10	11	12	13	14	15	16
DNA Pol III inh	-7%	5%	0%	-5%	0%	3%	-2%	-3%[11.4 µM]
HADH2 inh	0%	-9%	28%	-1%	-30%	9%	8%	0%[11.4 µM]
15-hLO inh	3%	10%	12%	3%	-4%	17%	-6%	-2%[11.4 µM]
CRE-bla Fsk	0%	11%	-1%	-8%	1%	-7%	5%	-1%[7.6 µM]
BRCT inh red	0.6%	0.1%	0.5%	3.1%	2.5%	0.7%	0.4%	-0.1%[15.4 µM]
GFP derepression	3%	-2%	-1%	-1%	0%	2%	-2%	6%[9.22 µM]
Ub-GFP proteasome	11%	-5%	1%	-2%	-5%	-6%	14%	5%[9.17 µM]
Hsp90 Hop PPI	-1%	-3%	-3%	-2%	-4%	?	-4%	-2%[11 µM]
USP2a inhib	/	2%	/	2%	4%	-4%	0%	/
HBB splicing	-0.2%	-0.8%[9.22 µM]	0.1%[57.5 µM]	-3.1%	5.5%	-0.1%	-2.1%	2.6%[9.22 µM]
BRCT inh green	-2.3%	-1.1%	0.1%	1.6%	2.5%	0.1%	2.5%	-2.5%[15.4 µM]

# Ordered by value in BRCT inh red (highest first): 3 of the compounds above
no. | Molecule | BRCT inh red
12 | COc1cc(CC(=O)Nc2ccc(S(=O)(=O)Nc3ncccn3)cc2)cc(OC)c1OC | 3.1%
11 | O=C(CN(Cc1ccccc1)C(=O)CCC(=O)Nc1ccccn1)NCc1ccco1 | 0.5%
15 | CC(=O)N=C1SC2CS(=O)(=O)CC2N1c1c(Cl)cccc1Cl (configuration not stated) | 0.4%

# (further entries)
(17) Cc1ccc2nc(S(=O)(=O)O)[nH]c2c1
(18) COc1ccc(CNC(=O)C2CCCN(S(=O)(=O)c3c(C)nn(C)c3C)C2)cc1 (configuration not stated)
(19) NC(=O)c1c(NC(=O)CN2CCCC2)sc2c1CCCC2
(20) CCc1nnc(NC(=O)CN2CCN(C3CCCCC3)CC2)s1
(21) Cn1c(=Nc2ccc(N3CCOCC3)cc2)ccc2ccccc21
(22) CC(C)=C1C2CC2C2C(C(=O)O)C12 (configuration not stated)
(23) CCOc1ccc(-c2nn[nH]n2)cc1
(24) CCOC(=O)C1=C(C)NC(=O)NC1c1cc(C)sc1C (configuration not stated)

Compound	17	18	19	20	21	22	23	24
DNA Pol III inh	0%	1%	-1%	-2%	-6%	5%	2%	-5%
HADH2 inh	-7%	12%	1%	-8%	6%	2%	8%	?
15-hLO inh	-6%	3%	5%	-6%	7%	9%	2%	0%
CRE-bla Fsk	3%	-8%	11%	-3%	1%	-2%	-5%	22%
BRCT inh red	1.2%	1.7%	1.7%	-0.3%	-0.5%	-0.6%	-1.3%	-0.6%
GFP derepression	2%	0%	-1%	-1%	-1%	-2%	9%	8%
Ub-GFP proteasome	1%	-3%	6%	-3%	-7%	-2%	-6%	-10%
Hsp90 Hop PPI	-4%	-1%	-1%	1%	4%	-2%	2%	-1%
USP2a inhib	-7%	/	-1%	4%	12%	-4%	-21%	-1%
HBB splicing	-0.1%	-0.9%	/	/	-0.3%	-0.8%	/	-0.1%
BRCT inh green	-3.4%	0.1%	-0.6%	-3.6%	-2.3%	-2.8%	0.6%	0.2%

# Quoted at random: 2 entries already listed, in no set order.
(23) CCOc1ccc(-c2nn[nH]n2)cc1
(20) CCc1nnc(NC(=O)CN2CCN(C3CCCCC3)CC2)s1

Compound	23	20
DNA Pol III inh	2%	-2%
HADH2 inh	8%	-8%
15-hLO inh	2%	-6%
CRE-bla Fsk	-5%	-3%
BRCT inh red	-1.3%	-0.3%
GFP derepression	9%	-1%
Ub-GFP proteasome	-6%	-3%
Hsp90 Hop PPI	2%	1%
USP2a inhib	-21%	4%
HBB splicing	/	/
BRCT inh green	0.6%	-3.6%

# Following part
(25) Oc1ccc(CNc2ccc(F)cc2)c2cccnc12
(26) Cc1ccsc1C(=O)OCC(=O)N1CCOCC1
(27) Cc1noc(N)c1C(=O)Nc1ccc(F)c(Cl)c1
(28) Cc1nn(C)cc1CN(C)C(=O)c1cc2nc(-c3ccco3)cc(C(F)(F)F)n2n1
(29) Cc1ccc2c(c1)NC(=O)C(CC(=O)NCCN(C)C)O2 (configuration not stated)
(30) CC(C)Oc1ccc(NC(=O)Oc2ccccc2)cc1
(31) O=C(Nc1ccc2nc[nH]c2c1)c1ccco1

Compound	25	26	27	28	29	30	31
DNA Pol III inh	-3%	-9%	0%	-3%	-4%	-5%[11.4 µM]	-4%
HADH2 inh	-28%	2%	2%	-7%	?	7%[11.4 µM]	-6%
15-hLO inh	3%	0%	-2%	3%	-19%	0%[11.4 µM]	20%
CRE-bla Fsk	-6%	4%	4%	13µM*	1%	-1%[7.6 µM]	8%
BRCT inh red	-0.4%	-3.4%	0.1%	0.8%	0.9%	-0.1%	-0.9%
GFP derepression	4%	1%	-2%	2%	/	0%	0%
Ub-GFP proteasome	-9%	3%	11%	-2%	12%	-9%[9.17 µM]	2%
Hsp90 Hop PPI	7.9µM*	-4%	-1%	-1%	-1%[2.3 µM]	-1%[11 µM]	-1%
USP2a inhib	256%[activator]	-10%	11%	/	/	7%[7.66 µM]	4%
HBB splicing	/	-1.4%	0.9%	-0.4%[57.5 µM]	-1.0%	-0.2%[0.0738 µM]	/
BRCT inh green	-1.2%	-2.2%	-0.8%	-2.3%	-3.0%	0.7%	0.2%
